BAP1 block – human BAP1 deubiquitinase inhibition; recombinant BAP1, Ub-AMC hydrolysis fluorescence kinetic; active compounds read low; activity remaining (% of control), % at 20 µM; hit rate 0.48% among 72,000; Q92560;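 active = activity remaining at or below 50% of control, provided the compound also passes the data quality filters; inactive = the rest, including low values that fail the filters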;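 note: 100% = DMSO wells rate and 0% = substrate alone blank rate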
HePTP inhibitor – blocks human HePTP tyrosine phosphatase. P35236. recombinant HePTP phosphatase activity, OD absorbance. inhibition, % at 20 µM. hit rate 0.64% among 110,000. AID 521; in the data active = inhibition above about 50%;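 note: plate controls were vehicle for no effect and reference inhibitor for full effect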
Target sequence (P35236 whole entry, looked up): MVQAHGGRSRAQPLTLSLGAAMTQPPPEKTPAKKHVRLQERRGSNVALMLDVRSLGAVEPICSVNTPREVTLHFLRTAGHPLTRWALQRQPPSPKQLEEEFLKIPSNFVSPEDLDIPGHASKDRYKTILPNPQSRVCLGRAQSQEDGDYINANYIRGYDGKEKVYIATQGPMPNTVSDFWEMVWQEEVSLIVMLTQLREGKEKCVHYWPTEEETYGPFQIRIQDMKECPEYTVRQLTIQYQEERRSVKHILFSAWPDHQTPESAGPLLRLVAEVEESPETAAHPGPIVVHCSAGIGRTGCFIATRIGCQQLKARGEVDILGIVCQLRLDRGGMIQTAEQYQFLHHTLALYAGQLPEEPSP
The depositor's hits bear a star; i = inactive; . = no result given; & = joins results of further samples.

compound,BAP1 block,HePTP inhibitor
CCOC(=O)c1c(C)sc2c1N(C(C)=O)c1cc(Br)ccc1S2,.,4.7
Nc1nc2ccccc2n1/N=C/c1ccccc1,.,-6.5
COc1cccc(N2C(=O)C3CCCN3C2c2ccc(Cl)cc2)c1 (stereo not drawn),97.5,4.6
C/C(=N\NC(=O)CCC(=O)O)c1c(-c2ccccc2)c2cc(Cl)ccc2[nH]c1=O,.,7.0
O=C(COc1ccc(Cl)cc1)OCC(=O)N1CCCC1,.,-8.1
COc1cccc(C(=O)Nc2nnc(-c3ccc(F)cc3)o2)c1,101.5,1.6
Cc1cc2nnc(SCC(=O)N3C(C)CCCC3C)n2c(N)n1 (stereo not drawn),103.5,-0.1
COCCN1C(=O)/C(=C2/C(=O)N(CC(N)=O)c3ccccc32)SC1=S,.,-11.5
c1ccc(C2=C(c3ccccc3)N3CCN=C3S2)cc1,.,13.3
Cc1cnc(-c2nnc(N(C)C(=O)c3cccnc3)s2)cn1,90.5,6.2
COc1ccc(NC(=O)CSc2nc3c(c(=O)n2-c2ccc(F)cc2)SCC3)cc1,71.9,14.5
Cc1c(C)c2ccc(OCC(=O)C(C)(C)C)cc2oc1=O,.,-2.8
COc1ccccc1CNC(=O)COc1ccc(C)cc1C,.,-4.5
CN1CCc2c(sc3c2c(=O)n(-c2ccc(Cl)cc2)c2nncn32)C1,.,-13.2
COc1ccc(C2=CC(=O)C=CC2=O)cc1,.,-1.7
COc1ccc2nc(NC(=O)CSc3nc4cccnc4n3C)sc2c1,81.3,4.0
CCOC(=O)NC(C(F)(F)F)(C(F)(F)F)P(=O)(c1ccccc1)c1ccccc1,106.8,4.0
Cc1ccc(-n2ncc3c(=O)[nH]c(SC(C)C)nc32)cc1,66.8,-5.3
CCCCN(CCCC)S(=O)(=O)c1ccc(C(=O)Nc2nnc(CSC)o2)cc1,112.3,6.3
Cc1cccc2nc(C(F)(F)F)nc(=O)n12,.,8.7
COc1ccc(S(=O)(=O)N(C)CC(=O)Nc2ccc3c(c2)OCCO3)cc1OC,119.9,-4.5
Cc1ccc(O)c(-c2cc(C(F)(F)C(F)F)[nH]n2)c1,.,1.4
COc1ccc(CNC(=O)C(=O)Nc2ccccc2F)cc1,.,8.7
O=C(/C=C/c1ccccc1Cl)n1cnc2ccccc21,.,7.6
COC(=O)c1cc(C(=O)Nc2ccc(C(N)=O)cc2)cc([N+](=O)[O-])c1,.,8.2
COc1ccc(C(=O)Oc2c(CN3CCOCC3)cc(Cl)c3cccnc23)cc1,87.5,-5.6
Cc1cccc(NC(=O)C(=O)NCCCn2ccnc2)c1,.,10.4
CCOC(=O)N1CCC(NS(=O)(=O)c2cc3c(cc2Cl)NC(=O)CO3)CC1,104.1,-12.3
CCC(=O)c1ccc(OCC(=O)Nc2nn3cnnc3s2)cc1,.,11.3
COC(=O)c1ccc(NC(=O)CN2C(=O)CCC2=O)cc1,114.2,-1.7

The list goes on:
compound,BAP1 block,HePTP inhibitor
COc1ccc(C2(CNC(=O)c3ccc(Br)o3)CCCC2)cc1OC,183.2,.
Cc1cc2c(nc3s/c(=C\c4cccc(Cl)c4)c(=O)n32)c(Br)c1C,.,5.6
CCOC(=O)c1c(-n2c(C)cc(C=O)c2C)sc2c1CCCC2,.,-10.0
COc1ccc(-n2cnc3c(cnn3CCC#N)c2=N)cc1,148.6,6.3
COC(=O)CS(=O)(=O)c1cc(Br)cc2c1N(C(C)=O)CC2,103.6,0.2
Cc1c(NC(=O)Nc2ccc(Cl)c(Cl)c2)c(=O)n(-c2ccccc2)n1C,82.6,3.9
NC(=O)c1c(NC(=O)c2ccc(S(=O)(=O)N3CCCCC3)cc2)sc2c1CCCC2,.,-13.0
O=C1c2ccccc2NC(c2ccc(F)cc2)N1Cc1ccco1 (stereo not drawn),i,5.3
CC12CCC(C(=O)Nc3ccc4c(c3)OCCO4)(OC1=O)C2(C)C (stereo not drawn),.,5.1
C/C(NC(=O)c1ccccc1)=C1/C(=O)CC2C1C2(C)C (stereo not drawn),82.7,3.7&-8.5
N#C/C(=C/c1c[nH]c2ccccc12)C(=O)Nc1cccc(Br)c1,.,2.9
COc1ccc(-n2nc(C(=O)Nc3ccc4c(c3)OCO4)c3c4ccccc4n(C)c3c2=O)cc1,25.4*,-0.5
CN1C=CC=C/C1=C(\C#N)c1nc2ccccc2[nH]1,87.9,12.0
COCCN(C(=O)Cn1nnc2ccccc21)C(C(=O)NC1CCCC1)c1cccc(OC)c1OC (stereo not drawn),95.0,4.4
O=C(COc1ccccc1[N+](=O)[O-])Nc1ccc2oc(-c3ccc(Cl)cc3Cl)nc2c1,.,8.5
Cn1cccc1CN1CCN(Cc2ccccc2)CC1,.,-5.6
O=C(NC(NC(=S)Nc1cccc(C(=O)O)c1)C(Cl)(Cl)Cl)OCc1ccccc1 (stereo not drawn),.,-14.3
CC(O)CNC(=O)C(=O)NCc1ccc2c(c1)OCO2 (stereo not drawn),.,2.9
O=C(COC(=O)c1ccco1)Nc1ccc2c(c1)OCCO2,96.3,-11.9
N=c1c[n+](N2CCOCC2)[n-]o1,89.6&97.7,6.6
CN1CCN(C(=O)c2cc3nc(-c4ccc(Cl)cc4)cc(C(F)(F)F)n3n2)CC1,80.6,-3.3
Cc1cc(NC(=O)CSc2nnc(-c3ccncc3)n2N)ccc1Br,98.6,8.7
O=C(Nc1ccc(N2CCN(C(=O)c3ccc(Cl)cc3)CC2)cc1)c1ccc(Br)o1,.,11.1
S=C(S)N1CCCC1,99.7,.
COc1cccc(NC(=O)CSc2nncn2N)c1,122.1,10.5
CCCC(=O)Nc1ccccc1-c1nnn(CC(=O)Nc2ccc(OC)cc2)n1,92.6,10.2
Cc1ccc(-n2nc(C)c(-c3cccc([N+](=O)[O-])c3)c2C)cc1C,73.6,3.2
CCOC(=O)CC(=O)c1cc(C(C)=O)c(Nc2ccccc2)s1,.,-1.6
Cc1c(C(=O)O)c(-c2ccccc2)nn1-c1ccccc1,94.4,11.3
COc1ccc(CNC(=O)COc2cccc(C)c2)cc1,.,7.2

(further entries)
compound,BAP1 block,HePTP inhibitor
Fc1ccccc1/C=N/Nc1ccccn1,.,4.1
CCOC(=O)c1[nH]c(C)c(C(=O)OCC(=O)N2CCCCC2C)c1C (stereo not drawn),90.1,9.6
Cc1cccn2cc(CCNS(=O)(=O)c3ccc4c(c3)OCCO4)nc12,96.2,-0.7
COc1cc(C=C2C(=O)c3ccccc3C2=O)ccc1OCc1ccc(F)cc1,.,5.7
COC(=O)CN1C(=O)/C(=C\c2c(F)cccc2Cl)SC1=S,.,9.1
O=C1CC(O)(C(F)F)Oc2ccccc21 (stereo not drawn),.,-15.6
N/C(=N\OC(=O)COc1ccc(Br)cc1)c1ccncc1,.,2.9
CC(C)Oc1cccc(C(=O)N2CCc3ccccc32)c1,.,6.1
O=C(COc1ccc(Cl)cc1Cl)Nc1ccc(Cl)cn1,103.9,4.7&-4.6
Cc1oc2ccc(OCC(=O)c3ccccc3)cc2c1C(=O)O,.,6.3
CCOC(=O)c1nc(Nc2ccc(C(=O)O)cc2)c2ccccc2n1,86.4,8.9
Cc1nn(C)c(C)c1NC(=O)c1ccc(S(=O)(=O)N(C)C)cc1,84.1,4.6
O=C(NC1=NCCS1)c1ccc(-c2ccc(Cl)cc2)o1,.,1.1
NC1=NC(=O)C(CC(=O)Nc2ccccc2F)S1 (stereo not drawn),.,-4.7
O=C1COc2ccc(C(=O)CSc3nnnn3-c3ccccc3)cc2N1,107.9,2.7
COc1ccc(OC)c(NC(=O)c2ccccc2Br)c1,.,5.9
O=c1cnnc(N/N=C/C=C/c2ccccc2)[nH]1,.,-1.2
CC1=C(C(=O)Nc2ccccc2Cl)C(c2ccccc2Cl)NC(=S)N1 (stereo not drawn),61.8,.
Cc1ccc(C)c(C(=O)c2ccc(N)cc2)c1,69.4,.
O=C(CSc1nnc(-c2ccc(Cl)cc2)n1-c1ccccc1)N/N=C/c1ccc([N+](=O)[O-])cc1,.,-11.3
COC(=O)c1c[nH]n2c(=O)c(Cc3ccc(F)cc3Cl)c(C)nc12,72.0,-3.0
COC(=O)Cn1cc(C(=O)c2cccs2)c2ccccc21,92.7,11.4
Cc1cccc(NC(=O)CC2Sc3ccc(C(F)(F)F)cc3NC2=O)c1C (stereo not drawn),50.0,6.7
Cn1c(=O)[nH]c(=O)c2c1nc(SCCN1CCCCC1)n2Cc1ccccc1,107.4,.
COc1cccc(OC)c1C(=O)N1CCN(Cc2ccccc2C(F)(F)F)CC1,106.4,-4.1
CC1=C(C#N)C(C)C2=C(CC(C)(C)CC2=O)N1 (stereo not drawn),55.5,6.1
O=C(NCCNc1cc(Cl)ccc1[N+](=O)[O-])c1ccccc1Cl,.,0.2
Cc1nc2sc(C(c3cccc(F)c3)N3CCOCC3)c(O)n2n1 (stereo not drawn),120.6,3.5
COc1ccc(OC)c(NC(=O)C(=O)NCc2ccncc2)c1,.,1.6
CCOC(=O)c1[nH]c2ccccc2c1NC(=O)C(CC)CC,88.1,5.0

Continuation.
compound,BAP1 block,HePTP inhibitor
CC1Cc2ccccc2N1C(=O)Cc1cccs1 (stereo not drawn),.,3.8
Cc1ccc(-n2c(SCC(=O)Nc3ccc4cn[nH]c4c3)nnc2-c2ccco2)cc1,87.9,5.8
O=C(c1cccnc1)N1CCN(S(=O)(=O)c2ccc(Cl)cc2)CC1,.,-3.3
COc1ccc2cc(C#N)c(SCC(=O)N3CCCC3)nc2c1,.,6.4
Cc1cccc(N2CCN(C(c3ccccc3)c3nnnn3CC3CCCO3)CC2)c1C (stereo not drawn),67.3,11.2
O=C(O)COc1ccc(C(=O)Cc2ccc3c(c2)OCCCO3)c(O)c1,112.7,5.8
O=P(O)(Oc1cccc(Cl)c1)Oc1cccc(Cl)c1,.,-12.0
CCOc1cc(N2CCOCC2)c(OCC)cc1NC(=O)CN1C(=O)NC(Cc2ccccc2)C1=O (stereo not drawn),98.4,5.0
c1cncc(-c2cccnc2)c1,98.6,3.6
C#CCn1cc(/C=C(/C#N)C(=O)Nc2ccc(Cl)cc2)c2ccccc21,.,-11.6
COc1ccc(N(CC(=O)Nc2cccc(C(C)=O)c2)S(C)(=O)=O)cc1OC,107.6,-1.5
O=c1[nH]c(Nc2ccccc2)cc2ccccc12,127.7,0.5
COc1cc(C=C2C(=O)NC(=S)NC2=O)ccc1OCCC(C)C,.,2.8
O=C(Nc1cccc2ccccc12)c1cccc(I)c1,.,-0.2
N#Cc1nc(-c2cccc3ccccc23)oc1N1CCCCC1,.,-1.1
Cc1ccc(CC(C)CC(=O)NCCc2ccc3c(c2)OCO3)cc1 (stereo not drawn),.,-9.7
N#Cc1ccsc1NC(=O)c1ccccn1,.,0.8
Cc1ccc(NC(=O)CSc2nnc(Cn3c(=O)sc4ccccc43)n2C)cc1Cl,92.4,10.9
Cc1cc(C)nc(NC(=NCCc2c[nH]c3ccccc23)NC(=O)c2ccco2)n1,65.5,6.8
Cc1cc(C)nc(Sc2nc(Nc3ccccc3)nc(Sc3nc(C)cc(C)n3)n2)n1,.,-4.7
COc1ccc2c(c1)C(C)=CC(C)(C)N2C(=O)CSc1nnc(-c2ccc(C)cc2)o1,80.5,-2.0
N#Cc1ccc(CSc2nnc(-c3cccnc3)n2-c2ccccc2)cc1,97.7,5.0
COc1ccc(CN2CCN(Cc3cc(OC)ccc3O)CC2)cc1,.,7.1
CN(C)CCCNC(=O)c1c(Cl)cccc1Cl,.,-5.5
CCOC(=O)CSC1=Nc2ccccc2C2=NC(CC(=O)NCc3cccs3)C(=O)N12 (stereo not drawn),76.6,-2.0
COc1ccc(NC(=O)c2c(NC(=O)c3ccco3)sc(-c3ccccc3)c2C)cc1,.,-2.8
O=C1OC(Nc2nccs2)c2ccccc21 (stereo not drawn),99.2,-0.3
CCN(CC)C(=O)CN(Cc1ccccc1)S(=O)(=O)c1ccc(F)cc1,88.9,9.1
NC(=O)c1c(NC(=O)c2ccco2)sc2c1CCC2,.,-8.5
CCOC(=O)CCCNC(=O)c1cncc(Br)c1,.,1.1

The listing continues:
compound,BAP1 block,HePTP inhibitor
C=CCOc1ccc2c(C(F)(F)F)cc(=O)oc2c1,.,1.5
CC(C)(C)NC(=O)Cn1c(=O)oc2ccc(Cl)cc21,92.8,5.9
NC(=O)c1cccc2c1-c1ccccc1/C2=N\O,.,-15.7
CCCCOc1ccc(-c2ncc(C(=O)O)c(C)n2)cc1,127.6,8.1
O=C(NC(=S)Nc1ccc(-c2nc3cc(Cl)ccc3o2)cc1)c1ccco1,.,4.7
CCOc1cccc2cc(C(=O)NCc3cccnc3)c(=O)oc12,87.1,8.4

Screening results (PubChem BioAssay)
